# Cathepsin G inh – human cathepsin G inhibitors, primary screen, biochemical, pooled compound mixtures, AMC fluorescence | P08311 | purified enzyme, AMC-tetrapeptide fluorescence | inhibition, % at 5 µM (by protocol) | 0.2% of 62,000 active | AID 581, 2007;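 active = inhibition above 20% in each of the two mixture wells holding the compound; inactive = inhibition of 20% or less in either well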;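 also: 0% = enzyme control without mixture and 100% = blank lacking enzyme; strong numbers were not always called active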
# CatS inh – inhibitors of human cathepsin S, biochemical, compound mixtures; recombinant cathepsin S, AMC dipeptide fluorescence, pooled mixtures; AID 501, 2006; 0.06% of 62,000 active; inhibition, %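 (tested at 5 µM per compound within 10-compound mixtures)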; P25774; in the data active = inhibition above about 32%, passing the limit was not always enough; inconclusive = no clear call, values can overlap the other calls;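 also: 0% = enzyme without compound and 100% = blank without enzyme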
# Target sequence (P25774 115-331 limits assumed): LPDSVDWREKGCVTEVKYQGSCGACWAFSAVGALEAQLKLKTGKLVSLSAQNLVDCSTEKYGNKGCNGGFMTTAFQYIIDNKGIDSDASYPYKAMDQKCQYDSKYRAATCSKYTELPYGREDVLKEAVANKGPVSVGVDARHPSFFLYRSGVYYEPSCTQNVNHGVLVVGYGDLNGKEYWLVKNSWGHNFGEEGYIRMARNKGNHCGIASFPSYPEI
# HER2 expr 66K – inhibitors of Her2 protein expression, primary screen, SKBR-3 cells, AlphaScreen, 66K library | HER2 level % of control, % at 10 µM | AID 645, 2007 | SKBR-3 HER2 protein level, 18-24 h; active compounds read low | 0.69% of 65,000 active | Receptor tyrosine-protein kinase erbB-2 (Homo sapiens), P04626;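 active = HER2 level under 5% of the carrier-only control; inconclusive = no clear call, values can overlap the other calls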;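 also: 100% = DMSO carrier and 0% = 500 nM PU-H71 HSP90 inhibitor; lower value means stronger loss of Her2 protein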
# C1s inh – complement C1s protease inhibitors, primary screen, biochemical, 10-compound mixtures | purified C1s, fluorogenic AMC substrate, pooled mixtures | mean inhibition % of two 10-compound mixtures (active compounds read high), % at 5 µM (by protocol) | 0.16% of 62,000 active | AID 538, 2006;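 active = inhibition above 20% in each of the two 10-compound mixture wells holding the compound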;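 also: 0% = enzyme wells lacking compound mixture and 100% = no-enzyme blank wells; some compounds called inactive have numbers as strong as hits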
# Target sequence (P09871 16-437 limits assumed): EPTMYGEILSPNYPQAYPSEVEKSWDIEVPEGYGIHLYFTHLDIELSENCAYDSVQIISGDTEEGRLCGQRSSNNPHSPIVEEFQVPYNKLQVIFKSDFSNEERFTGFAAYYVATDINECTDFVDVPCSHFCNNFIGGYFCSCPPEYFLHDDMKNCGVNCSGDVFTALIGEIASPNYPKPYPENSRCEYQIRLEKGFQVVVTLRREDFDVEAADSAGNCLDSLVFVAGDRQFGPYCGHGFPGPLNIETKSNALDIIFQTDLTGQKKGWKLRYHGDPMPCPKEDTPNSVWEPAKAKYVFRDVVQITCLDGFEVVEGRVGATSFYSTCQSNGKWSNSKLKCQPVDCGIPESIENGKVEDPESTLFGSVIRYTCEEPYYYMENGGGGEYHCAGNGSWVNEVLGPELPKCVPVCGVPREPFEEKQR
# Target sequence (P09871 438-688 limits assumed): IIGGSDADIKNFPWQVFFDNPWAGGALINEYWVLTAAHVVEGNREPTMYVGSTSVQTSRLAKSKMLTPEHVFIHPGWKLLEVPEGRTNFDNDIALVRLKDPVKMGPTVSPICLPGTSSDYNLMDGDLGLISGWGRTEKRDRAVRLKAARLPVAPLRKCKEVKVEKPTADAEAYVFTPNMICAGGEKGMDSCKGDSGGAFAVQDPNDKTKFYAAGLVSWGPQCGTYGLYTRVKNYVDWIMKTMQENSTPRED
# CatL inh – inhibitors of human cathepsin L, biochemical | 0.17% of 58,000 active | purified cathepsin L, fluorogenic substrate, fluorescence | inhibition, %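 (tested at 10 µM)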 | AID 460, 2006; in the data active = inhibition above about 45%;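 also: 0% = enzyme with no compound and 100% = no enzyme blank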
# PKA inh – inhibitors of human PKA kinase activity, primary screen, biochemical, ATP-depletion luminescence, Kemptide substrate. cAMP-dependent protein kinase catalytic subunit alpha (Homo sapiens), P17612. PKA Kemptide phosphorylation, Kinase-Glo ATP luminescence. inhibition, % at 6 µM. 0.1% of 65,000 active;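 active = inhibition above the screen-wide mean inhibition plus 3 SD, cut at about 21% in these data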; also: many of its hits are not listed in these tables
# ROCK2 inh – inhibitors of human ROCK2 kinase, primary screen, biochemical, high-throughput, luminescence | inhibition, % at 6 µM | 0.35% of 60,000 active | Rho-associated protein kinase 2 (Homo sapiens), O75116 | AID 604, 2007 | purified ROCK2, Kinase-Glo ATP depletion luminescence;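 active = inhibition above the screen-wide mean inhibition plus 3 SD, cut at about 18% in these data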;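 also: plate controls were DMSO wells for no effect and Y-27632 control wells after no-enzyme background subtraction for full effect; many of its hits are not listed in these tables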
# CatB inh – human cathepsin B inhibitors, primary screen, biochemical, fluorogenic substrate; P07858; purified cathepsin B, fluorescence; inhibition, %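 (tested at 10 µM)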; 0.1% of 63,000 active; in the data active = inhibition above about 21%;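 also: 0% = enzyme with no compound and 100% = no enzyme blank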
# CatB mixtures – cathepsin B inhibitors from pooled compounds, primary screen, biochemical, compound mixtures, AMC fluorescence. 0.06% of 62,000 active. Purified cathepsin B, AMC dipeptide fluorescence. inhibition, %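 (ten-compound pools at 5 µM per compound and 50 µM total)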. P07858; in the data active = inhibition above about 22%, passing the limit was not always enough; inconclusive = no clear call, values can overlap the other calls;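 also: 0% = enzyme without compound and 100% = no enzyme blank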
# * hit, by the source's call; ? = inconclusive; nt = not tested or not shown.
CatB mixtures	Cathepsin G inh	ROCK2 inh	HER2 expr 66K	CatL inh	PKA inh	C1s inh	CatS inh	CatB inh	SMILES
6	12	-2	90	9	-3	17	16	2	CCN(CC)C(=O)C(C)OC(=O)COc1ccc(Cl)cc1C (stereo not given)
-1	9	4	81	15	9	14	7	3	CCC(C)N1C(=O)CCC1C(=O)NCc1ccc2c(c1)OCO2 (stereo not given)
6	-2	5	117	5	6	-4	22	6	C=CCn1c(N)c(C(=O)NCc2cccnc2)sc1=S
0	-4	4	108	nt	6	-27	-4	-2	COc1ccc(N2CCN(S(=O)(=O)c3ccc(OC)cc3)CC2)cc1
5	8	2	84	5	2	13	0	2	CC(C)C(c1nnnn1Cc1ccccc1)N1CCc2ccccc2C1 (stereo not given)
4	-1	1	98	15	2	5	5	2	COc1ccc(Cl)cc1S(=O)(=O)n1cnc2ccccc21
-2	9	3	72	15	7	11	-3	3	O=C(Nc1ccc(Cl)cc1)c1ccsn1
2	-7	1	89	7	4	-32	-11	5	COc1ccc(C(=O)CN2C(=O)c3ccccc3C2=O)c(OC)c1C
1	-1	4	73	11	14	6	0	4	Cc1cc(C)c(NC(=O)CS(=O)CC(=O)Nc2cccnc2)c(C)c1 (stereo not given)
1	8	nt	100	3	7	13	-5	1	O=C(CSc1nc2ccccc2c(=O)n1C1CC1)NCc1ccccc1
4	8	6	110	24	2	8	9	0	Cc1ccc(N2C(=O)[C@@H]3C(c4ccc(F)cc4)=NO[C@@H]3C2=O)cc1
-3	-1	6	73	nt	2	-1	0	nt	COc1ccc(Cl)cc1C(=O)CSc1nnnn1C1CCCC1
-6	10	8	113	12	10	3	-1	-2	CC1CN(S(=O)(=O)c2cccs2)CC(C)O1 (stereo not given)
-5	8	1	53	1	9	1	4	0	COc1ccc(CCNC(=O)c2c(O)c3cccc4c3n(c2=O)CC4)cc1
4	8	6	93	4	8	10	-1	1	Cn1c(=O)c2c(nc(CN3CCN(C(=O)c4ccco4)CC3)n2CCc2ccccc2)n(C)c1=O
5	11	5	99	-1	8	14	-11	1	COc1ccc(N(CC(=O)Nc2ccccc2SC)S(C)(=O)=O)cc1OC
5	-1	1	90	7	-2	-28	2	-2	CC(CCc1ccccc1)NC(=O)C1CCN(C(=O)c2sccc2-n2cccc2)CC1 (stereo not given)
-2	4	4	141	29	5	-7	-3	6	COc1cccc(OC)c1Oc1ccc(C(F)(F)F)cn1
2	13	-2	89	10	-13	-1	15	-1	CCSCCOC(=O)C1=C(C)NC(=O)NC1c1ccc2c(c1)OCO2 (stereo not given)
1	-1	7	104	2	14	-9	5	1	CC#CCN(CC#CC)S(=O)(=O)c1ccc(S(=O)(=O)N2CCOCC2)cc1
4	3	2	102	-4	-2	0	16	-3	Cc1cc(C)c2nc(NC3=NCN(CCN4CCOCC4)CN3)nc(C)c2c1
-6	2	-12	100	-7	-16	0	3	-3	Cc1cc(C)n(-c2nc(SCC(=O)NCC3CCCO3)c3c4c(sc3n2)CCCC4)n1 (stereo not given)
2	6	17	106	-16	9	-35	-12	3	COc1ccc(N2CCN(C(=O)CSc3nnc(COc4cccc5cccnc45)o3)CC2)cc1
6	15	-4	116	1	-9	16	-16	6	COc1ccc(S(=O)(=O)N(C)c2ccc(C(=O)N3CCOCC3)cc2)cc1
6	11	2	86	-1	6	15	-7	3	O=C(CN(C(=O)C1CSC(=O)C1)c1ccccc1F)NCc1ccc2c(c1)OCO2 (stereo not given)
-7	10	3	109	1	-2	4	2	1	Nc1ncnc2nc(SCCN3CCCCC3)[nH]c12
-1	7	nt	76	3	5	11	-6	2	O=C(CSc1ccccc1)Nc1ccncc1
4	10	2	89	3	9	-1	7	2	COCCn1c(COc2ccc(C)cc2)nc2ccccc21
5	6	10	61	-31	5	-3	7	-2	COc1ccc2cc(C#N)c(NC(C)C)nc2c1
2	5	0	96	-12	-6	-8	-9	2	Cc1ccccc1NC(=O)NCc1ccco1

# Arranged by number of heavy atoms (low to high): three of the compounds above
CatB mixtures	Cathepsin G inh	ROCK2 inh	HER2 expr 66K	CatL inh	PKA inh	C1s inh	CatS inh	CatB inh	SMILES
-2	4	4	141	29	5	-7	-3	6	COc1cccc(OC)c1Oc1ccc(C(F)(F)F)cn1
0	-4	4	108	nt	6	-27	-4	-2	COc1ccc(N2CCN(S(=O)(=O)c3ccc(OC)cc3)CC2)cc1
-6	2	-12	100	-7	-16	0	3	-3	Cc1cc(C)n(-c2nc(SCC(=O)NCC3CCCO3)c3c4c(sc3n2)CCCC4)n1 (stereo not given)

# Next compounds
CatB mixtures	Cathepsin G inh	ROCK2 inh	HER2 expr 66K	CatL inh	PKA inh	C1s inh	CatS inh	CatB inh	SMILES
4	-3	5	74	nt	3	-3	-7	-5	CCn1c(=O)c2cc(S(=O)(=O)NCCOc3ccccc3)ccc2n(CC)c1=O
-7	10	5	95	15	9	-3	8	2	CN1CCN(CC(=O)Nc2sc3c(c2C#N)CCC(C(C)(C)C)C3)CC1 (stereo not given)
4	9	1	108	nt	8	-9	2	-2	CCn1c(SCC(=O)N2CCN(c3ccccc3)CC2)nc2c(c1=O)SC(C)C2 (stereo not given)
3	11	0	68	-5	1	13	-3	-1	Nc1cc(=O)[nH]n1C1CCN(c2ccccc2)CC1
2	-3	-1	97	nt	-5	-3	19	3	COc1ccc(OC)c(CCNC(=O)C2CCN(c3nnc(-n4cccc4)s3)CC2)c1
6	2	-2	93	1	-1	1	7	-4	CCCC(c1nnnn1CC1CCCO1)N1CCN(c2cc(Cl)ccc2C)CC1 (stereo not given)
0	-4	-9	75	-13	-6	-4	-5	-3	CCOCCOC(=O)C1=C(C)NC2=C(C(=O)CC(c3cccs3)C2)C1c1ccsc1 (stereo not given)
1	9	-1	92	15	-2	-4	2	5	CC1CCCN(C(C(=O)Nc2ccc3c(c2)OCCO3)c2ccccc2)C1 (stereo not given)
6	0	9	90	4	6	-32	2	-6	CCn1c(SCC(=O)Nc2ccccc2C)nnc1-c1ccccc1O
7	3	-16	91	-1	-13	1	0	3	COc1ccccc1N1CCN(CC(O)COc2cccc3ccccc23)CC1 (stereo not given)
1	5	6	86	12	5	-12	23	-4	O=C(NCCCn1ccnc1)C1c2ccccc2Oc2ccccc21
4	8	0	-9.9*	29	2	16	6	4	C=C(C)COc1ccc(-c2n[nH]c(C)c2-c2ccccc2OC)c(O)c1
6	-8	-2	100	3	6	-13	13	9	Cc1ccccc1Nc1nc(N)nc(CSCc2c(C)noc2C)n1
5	-1	3	99	-1	3	3	-1	0	O=C(Cc1coc2cc3c(cc12)CCC3)OCc1cc(=O)n2c(n1)sc1ccccc12
1	8	6	113	-6	6	16	-6	2	COc1ccc(N2CCN(C(=O)c3ccc(OCC4CCCO4)cc3)CC2)cc1 (stereo not given)
4	-1	6	92	8	7	-14	14	3	Cc1cc(C)n(/N=C/c2cccc(O)c2)c(=O)c1C(N)=O
7	5	4	94	6	-1	4	1	2	Cc1nnc(SCC(=O)Nc2ccc(N3CCOCC3)cc2)o1
-4	-3	-2	54	-3	1	-3	6	1	O=c1c2c3nc4ccccc4nc3n(-c3ccc4c(c3)OCCO4)c2ncn1C1CCCC1
4	-2	-2	85	0	2	-8	11	8	COc1ccc(-n2c(=O)c3ccccc3n(CC(=O)NC3CCCC3)c2=O)cc1
4	-3	5	83	7	-4	-46	10	-1	COCCN1Cc2cccc(C(=O)N3CCN(c4cc(C)ccc4C)CC3)c2C1=O
2	6	8	82	nt	4	-9	4	-2	O=C(CSc1nnc2scc(-c3ccccc3)n12)c1ccc2c(c1)OCCO2
-1	6	9	76	-2	6	-7	-2	4	COc1ccc(S(=O)(=O)N(C)CC(=O)N2CCC(C(N)=O)CC2)cc1Cl
-1	16	nt	91	nt	3	10	1	1	CCOC(=O)c1ccc(-n2[nH]c(-c3ccccc3)cc2=O)cc1
3	5	4	104	0	5	-9	16	5	CCOC(=O)C1CCCN(CCC(=O)Nc2ccc(F)c(F)c2)C1 (stereo not given)
1	6	0	79	0	3	5	-8	0	Cc1cc(C)n(-c2nc(NCc3cccnc3)c3c4c(sc3n2)COC(C)(C)C4)n1
nt	nt	-2	96	nt	-2	-48	nt	nt	CN(Cc1ccc(O)cc1)C1CCCCC1
3	5	2	68	-6	8	-16	-10	1	O=C(/C=N/O)Nc1ccccc1
-12	-13	6	94	-10	6	-112	-28	-2	Cc1ccc(C(=O)Nc2ccc(N3CCOCC3)cc2)cc1
1	7	4	104	11	8	4	13	4	Cc1ccc(-c2nnn(CC(=O)N(c3ccc(F)cc3)C(C(=O)NC3CCCC3)c3ccco3)n2)o1 (stereo not given)
-2	-15	-1	94	-2	2	-26	-7	1	O=C(NCc1ccccc1)c1c[nH]c2ccc(S(=O)(=O)Nc3ccc4c(c3)OCCO4)cc2c1=O
2	-8	-2	94	-2	4	-12	-8	-2	COCCn1nnnc1C(c1cc(OC)ccc1OC)N1CCc2ccccc2C1 (stereo not given)
1	-3	5	49	-3	8	-24	1	-2	CC(=O)Oc1cc2c(C(=O)NCc3ccncc3)c(C)oc2c2ccccc12
1	1	8	95	14	9	3	7	41*	COc1ccc2nc(/N=C\N(C)C)sc2c1
1	3	9	85	16	12	2	8	1	O=C(CN1CCOCC1)Nc1cccc(Br)c1
2	10	9	85	-5	6	12	-7	1	CCN(CC)CCOC(=O)c1c(C)oc2ccc(O)cc12
-5	-17	2	108	nt	10	-42	-9	0	O=C(CCCC(=O)OCC(F)(F)C(F)F)Nc1nccs1
-3	11	5	72	13	10	14	9	2	Cc1occc1-c1nnc(SCC(=O)c2ccc(Cl)cc2)n1CC1CCCO1 (stereo not given)
3	9	11	113	4	10	-3	0	1	CC(=O)Nc1ccc(NC(=O)c2cccc(C(=O)OC(C)C)n2)cc1
-1	0	-7	50	19	-3	3	6	-5	COc1ccc(CC(=O)Nc2cccc(-c3nnc(-c4ccc(C)cc4)o3)c2)cc1OC
-6	5	7	108	-4	1	0	0	-3	COCCOC(=O)C1=C(C)NC(C)=C(C(=O)OC(C)C)C1c1cccc([N+](=O)[O-])c1 (stereo not given)
7	2	-3	100	5	-4	-2	26	6	O=C(CCNC(=O)Cn1ccc2ccccc2c1=O)NCCCN1CCN(c2ccccc2F)CC1
-2	9	2	95	9	8	11	10	5	O=C(NCC1CCCO1)C1c2ccccc2C(=O)N1Cc1ccc2c(c1)OCO2 (stereo not given)
4	10	7	107	2	8	-2	-7	3	O=C(OCc1c(Cl)cccc1Cl)c1cccnc1
-3	-5	9	134	8	16	-40	?	2	O=C(NCCN1CCN(c2ccccc2)CC1)C1CCN(S(=O)(=O)N2CCOCC2)CC1
3	9	10	73	8	13	-10	-2	5	Cc1cccc(NC(=O)c2cc(NC(=O)C3CCCCC3C(=O)O)ccc2N2CCCCC2)c1 (stereo not given)
0	9	nt	121	nt	nt	11	-6	3	CC(=O)Nc1ccc(S(=O)(=O)N2CCSCC2)cc1
1	10	4	95	10	5	22	0	-1	Cc1c(NS(C)(=O)=O)c(=O)n(-c2ccccc2)n1C
2	9	7	110	-1	9	1	-6	2	CCOC(=O)c1c(C2CC2)csc1NC(C)=O
-1	-1	-1	87	7	6	3	1	-5	COC(=O)c1ccc(NC(=O)CN(C2CCCCC2)S(C)(=O)=O)cc1
-9	9	-2	90	-2	-4	-7	25	6	CNC[C@H](O)c1cccc(O)c1
4	0	5	131	-3	7	3	-3	-5	Cc1nc(SCCO)c2oc3ccccc3c2n1
-3	1	nt	nt	nt	4	-3	8	-6	CCOC(=O)COn1c(SCC(=O)OCC)nc2ccccc2c1=O

# Some of the compounds tested; the hit share may differ from the screen's.
